CASP6 VEID inh: caspase-6 (human) enzyme inhibition | 350,000 compounds, 0.53% hits | inhibition, % at 12.5 µM | purified caspase-6, Z-VEID-R110 cleavage fluorescence;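 active means mean inhibition across replicates at least about 35%, with every replicate also reaching that limit, limit read from the data; inconclusive means only one of the two criteria met; inactive means neither criterion met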;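 further: 0% = median of neutral control wells and 100% = no fluorescence left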
Target sequence (P55212 24-179 limits assumed): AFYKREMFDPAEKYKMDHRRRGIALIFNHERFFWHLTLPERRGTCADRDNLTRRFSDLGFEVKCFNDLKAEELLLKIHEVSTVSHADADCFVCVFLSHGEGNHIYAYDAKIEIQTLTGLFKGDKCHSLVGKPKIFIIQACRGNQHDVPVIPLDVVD
Target sequence (P55212 194-293 limits assumed): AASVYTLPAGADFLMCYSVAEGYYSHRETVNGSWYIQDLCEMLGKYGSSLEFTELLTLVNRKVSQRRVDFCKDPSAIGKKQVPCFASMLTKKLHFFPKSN
esBAF inh: blocks esBAF chromatin remodeling in mouse ES cells; Bmi1-luciferase knock-in reporter, 24 h; 100% = twice the neutral-well signal; reporter increase, % at 12.5 µM; 350,000 compounds, 2% hits; in the data active means activation above about 40%; inconclusive means no clear call, values can overlap the other calls;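 further: 0% = median of the plate's neutral control wells and 100% = double that signal; a rise in the Bmi1 reporter signal indicates esBAF inhibition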
C2C12 statin: protects C2C12 myotubes from simvastatin toxicity; ATP luminescence, 48 h; scaled: DMSO 0, geranylgeraniol control 100; rescue of ATP level, % at 7.49 µM; 330,000 compounds, 0.78% hits; AID 602340;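 active means mean ATP rescue above about 67%, or every replicate alone reaching that limit, limit read from the data, passing the limit was not always enough; inconclusive means no clear call, values can overlap the other calls; inactive means mean under the limit and some replicate under it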;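 further: myotubes were challenged with 10 µM simvastatin during compound exposure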
FN deposit inh: fibronectin deposition inhibition | AH1F fibroblasts, Alexa488-fibronectin deposition fluorescence, overnight | inhibition, % at 12.6 µM | 350,000 compounds, 0.086% hits;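 active means mean inhibition across replicates of 30% or more, regardless of how many single replicates reach that level; inconclusive means mean under 30% yet at least half of replicates reach 30%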;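 further: positive control wells lacked labelled fibronectin entirely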
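Material: AH1F fibroblast monolayer depositing Alexa488-labelled fibronectin into matrix / Amount: 10000 AH1F cells per well / Signal: fluorescence 485/525 nm / Medium: DMEM, 2% serum / Compound: single dose, pinned / Incubation: 1 h cell adhesion before compound, then overnight fibronectin incubation / Reagent: Alexa488-FN, 24 nM final / Read-out: inhibition of fibronectin deposition signal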
S100A4 inh HTS: S100A4-myosin IIA interaction inhibition; P26447; S100A4/TAMRA-MyoIIA peptide fluorescence polarization; inhibition, % at 10.7 µM; 360,000 compounds, 0.14% hits; AID 652163;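 active means mean inhibition of at least 70% across replicates, with every replicate also reaching that level; inconclusive means mean inhibition reaches 70% but some replicates fall short; inactive means mean inhibition below 70%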
Target sequence (P26447 whole entry, looked up): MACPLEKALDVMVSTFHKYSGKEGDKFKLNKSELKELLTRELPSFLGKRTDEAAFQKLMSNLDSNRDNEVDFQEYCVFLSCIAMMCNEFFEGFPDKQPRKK
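Test system – S100A4 monomer (human) · Compound – single-point compound testing · Schedule – 5 min incubation before reading · Probe or stimulus – TAMRA-labelled myosin IIA heavy-chain peptide probe, 5 nM · Benchmarks – neutral control DMSO, positive control TFP · Medium – Calcium-containing HEPES buffer, pH 7.2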
SIRT5 inh: blocks human SIRT5 desuccinylation of peptide | Q9NXA8 | Purified SirT5, succinyl-peptide AMC, trypsin-coupled fluorescence | inhibition, % at 15 µM | 330,000 compounds, 1.1% hits | AID 652115; in the data active means inhibition above about 15%; inconclusive means no clear call, values can overlap the other calls
Target sequence (Q9NXA8 whole entry, looked up): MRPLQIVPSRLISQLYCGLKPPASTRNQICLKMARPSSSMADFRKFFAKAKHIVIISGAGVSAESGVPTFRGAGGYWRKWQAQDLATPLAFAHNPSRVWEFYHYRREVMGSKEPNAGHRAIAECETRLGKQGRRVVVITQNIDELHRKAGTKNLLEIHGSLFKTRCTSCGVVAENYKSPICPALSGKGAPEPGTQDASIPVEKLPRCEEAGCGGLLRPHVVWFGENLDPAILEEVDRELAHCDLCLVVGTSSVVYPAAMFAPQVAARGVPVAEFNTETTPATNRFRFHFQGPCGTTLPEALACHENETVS
LGR2 antag: blocks bursicon-induced cAMP signaling via Drosophila LGR2; HEK293 LGR2, CRE-luciferase, bursicon-stimulated, 4 h; inhibition, % at 9.99 µM; 380,000 compounds, 0.35% hits;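 active means drop in luminescence signal, shown as inhibition above about 50% in the replicate tests, limit read from the data, passing the limit was not always enough; inconclusive means probably only some replicates passing the limit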;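 further: agonist challenge used bursicon conditioned medium at about half maximal strength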
* = called active by the depositor; & = joins results of further samples. Not all compounds are listed; the hit share may differ from the screen's.

Cc1sc2ncn(CC(=O)N3CCN(c4ccc(F)cc4)CC3)c(=O)c2c1S(=O)(=O)N1CCOCC1 was read as CASP6 VEID inh -2, esBAF inh 0, C2C12 statin -4, FN deposit inh -7, S100A4 inh HTS -2, SIRT5 inh -4 and LGR2 antag 4.
Screening COc1cc(/C=C/C(=O)OCC(=O)N(C)CC(=O)Nc2ccc(F)cc2)ccc1OC(F)F returned CASP6 VEID inh 10, esBAF inh -4, C2C12 statin 15, FN deposit inh 7, S100A4 inh HTS 0, SIRT5 inh -4 and LGR2 antag -19.
For CCCNC(=O)COc1ccc(C=O)cc1 the results were CASP6 VEID inh 0, S100A4 inh HTS 2 and SIRT5 inh -1.
`Cc1ccccc1-n1c(C)cc(/C=C2/C(=N)N3C(c4ccccc4)=CSC3=NC2=O)c1C` gave CASP6 VEID inh -1, esBAF inh 5, C2C12 statin -46, FN deposit inh -16, S100A4 inh HTS -10, SIRT5 inh -4 and LGR2 antag -12.
Screening CCC(=O)N1CC(=O)N2[C@H](CO)[C@@H](c3ccc(C#CCC(C)C)cc3)[C@@H]2C1 returned CASP6 VEID inh 2, FN deposit inh 4, S100A4 inh HTS -3, SIRT5 inh 6 and LGR2 antag 1.
Screening CN(C)C(=O)c1ccc(-c2ccc([C@H]3[C@H](CO)N4CCCCN(C(=O)C5CCC5)C[C@@H]34)cc2)cc1 returned CASP6 VEID inh -1, S100A4 inh HTS 0 and SIRT5 inh 1.
For CC1(C)CC(=O)C(N=Nc2c(F)cccc2F)=C(O)C1 the results were CASP6 VEID inh 2, FN deposit inh -5, S100A4 inh HTS -7, SIRT5 inh 1 and LGR2 antag 2.
For CCC(c1nnc(SCC(=O)Nc2ccc(S(N)(=O)=O)cc2)n1Cc1ccccc1)N(C)C (stereo not given) the results were CASP6 VEID inh 1, esBAF inh -4, C2C12 statin 2, FN deposit inh 6, S100A4 inh HTS -4, SIRT5 inh -2 and LGR2 antag -8.
Screening CC12CCC(C(=O)Nc3ccc4c(c3)OCCO4)(OC1=O)C2(C)C (stereo not given) returned esBAF inh -23, C2C12 statin 7 and FN deposit inh -4.
For O=C(C#Cc1ccccc1)c1ccccc1 the results were CASP6 VEID inh -1, esBAF inh -69, C2C12 statin -206, FN deposit inh 20, S100A4 inh HTS 11, SIRT5 inh -4 and LGR2 antag 33.
Screening CCN1CCCC1CNCc1ccccc1OCc1ccc(F)cc1 (stereo not given) returned CASP6 VEID inh -25, esBAF inh -3, C2C12 statin -8, S100A4 inh HTS -2, SIRT5 inh -1 and LGR2 antag -10.
For Cc1ccccc1-c1nc(CS(=O)CC(=O)NCCN2CCOCC2)c(C)o1 (stereo not given) the results were CASP6 VEID inh 2, esBAF inh -1, C2C12 statin -13, FN deposit inh -1, S100A4 inh HTS 0, SIRT5 inh 3 and LGR2 antag 23.
COc1cc2nc(C)sc2cc1SC was read as esBAF inh 3, C2C12 statin 7 and FN deposit inh 5.
Cc1noc(C)c1S(=O)(=O)N(C)C[C@H]1OCc2cnnn2CCCC(=O)N([C@H](C)CO)C[C@@H]1C was read as CASP6 VEID inh -2&-1, esBAF inh -4&-5, C2C12 statin -1&0, FN deposit inh 4&-8, S100A4 inh HTS -3&3, SIRT5 inh -6&0 and LGR2 antag -6&4.
For COc1ccc(N2CCN(C(CNC(=O)c3ccc4c(c3)OCO4)c3ccco3)CC2)cc1 (stereo not given) the results were CASP6 VEID inh 1, esBAF inh -10, C2C12 statin 22, FN deposit inh -4, S100A4 inh HTS -1, SIRT5 inh -5 and LGR2 antag -7.
For COc1ccccc1NC(=O)c1ccc(NC(=O)COC(=O)CCC2CCCC2)cc1 the results were CASP6 VEID inh 3, FN deposit inh -4, S100A4 inh HTS -2 and SIRT5 inh -4.
For Cc1ccc(S(=O)(=O)N(C)C[C@H]2OCCCC[C@H](C)Oc3ccc(NC(=O)Nc4cccc5ccccc45)cc3C(=O)N([C@H](C)CO)C[C@H]2C)cc1 the results were CASP6 VEID inh 2, esBAF inh 4, FN deposit inh 5, S100A4 inh HTS -23, SIRT5 inh 6 and LGR2 antag -10.
Screening Cc1cc(N2CCCCCC2)nc2ccc(F)cc12 returned esBAF inh -4, C2C12 statin -43 and FN deposit inh 5.
CC(C)NC(=O)c1c(CSc2ccccc2)noc1C(=O)NCc1ccccc1 was read as esBAF inh -2, C2C12 statin -14, FN deposit inh 0, S100A4 inh HTS 14 and LGR2 antag 7.
Screening Cc1cc(=O)oc2cc(NC(=O)c3cccc(F)c3)ccc12 returned CASP6 VEID inh -4, esBAF inh 68*, C2C12 statin 3, FN deposit inh 3, S100A4 inh HTS -1, SIRT5 inh -5 and LGR2 antag -49.
`CC(C)(C)C(=O)Nc1ccc(S(=O)(=O)c2ccc(NC(=O)C(C)(C)C)cc2)cc1` gave CASP6 VEID inh -5, esBAF inh 6, C2C12 statin 13, S100A4 inh HTS 2, SIRT5 inh 0 and LGR2 antag -31.
Screening CC(C)(C)n1cn[nH]c1=S returned CASP6 VEID inh 6, esBAF inh -3, C2C12 statin 10, FN deposit inh 19, S100A4 inh HTS 4 and SIRT5 inh -5.
Screening Cc1ccc2oc(=O)n(CCCOc3ccccc3)c2c1 returned esBAF inh 37, C2C12 statin 1 and FN deposit inh -2.
For COc1ccc(C(CNC(=O)COc2cccc(C)c2)N2CCCC2)cc1 (stereo not given) the results were CASP6 VEID inh 1, esBAF inh -4, C2C12 statin -1, FN deposit inh 3, S100A4 inh HTS -2, SIRT5 inh 4 and LGR2 antag -6.
C=CCNC(=O)/C=C/c1cccs1 was read as CASP6 VEID inh -6, esBAF inh 6, C2C12 statin 1, FN deposit inh -4, S100A4 inh HTS 0, SIRT5 inh 0 and LGR2 antag 5.
`O=C(NCC1CCCCC1)[C@@H]1[C@@H](CO)[C@@H]2Cn3c(cccc3=O)[C@@H]2N1Cc1ccccn1` gave CASP6 VEID inh -7, esBAF inh -1, C2C12 statin 5, S100A4 inh HTS 3, SIRT5 inh -1 and LGR2 antag -3.
`CCCN1C(=O)C2(/C(=C(\O)c3ccc4c(c3)OCCO4)C(=O)C(=O)N2CCCOC)c2ccccc21` (stereo not given) gave CASP6 VEID inh 4, S100A4 inh HTS -2, SIRT5 inh -1 and LGR2 antag 6.
Cc1ccc(CNC(=O)C(=O)NCC2OCCN2S(=O)(=O)c2ccc(Br)cc2)cc1 (stereo not given) was read as CASP6 VEID inh 3, S100A4 inh HTS 0, SIRT5 inh -2 and LGR2 antag -13.
For Cc1ccc2c(c1)c(CC(=O)Nc1ccc(F)cc1)c(C(=O)O)n2C the results were CASP6 VEID inh 3, esBAF inh -11, C2C12 statin -15, S100A4 inh HTS -3, SIRT5 inh 0 and LGR2 antag 1.
`CC(C)Cn1cc(C(=O)NCCCN2CCCC2=O)c2c3ccccc3n(C)c2c1=O` gave esBAF inh -4, C2C12 statin -6, FN deposit inh -3 and LGR2 antag -2.

By substructure: those above containing an aryl thioether with sulfur outside any ring.
For CCC(c1nnc(SCC(=O)Nc2ccc(S(N)(=O)=O)cc2)n1Cc1ccccc1)N(C)C (stereo not given) the results were CASP6 VEID inh 1, esBAF inh -4, C2C12 statin 2, FN deposit inh 6, S100A4 inh HTS -4, SIRT5 inh -2 and LGR2 antag -8.
COc1cc2nc(C)sc2cc1SC was read as esBAF inh 3, C2C12 statin 7 and FN deposit inh 5.
CC(C)NC(=O)c1c(CSc2ccccc2)noc1C(=O)NCc1ccccc1 was read as esBAF inh -2, C2C12 statin -14, FN deposit inh 0, S100A4 inh HTS 14 and LGR2 antag 7.

Following part.
CO[C@@H]1CN(C)C(=O)c2ccc(NS(C)(=O)=O)cc2OC[C@H](C)N(Cc2cccnc2)C[C@H]1C was read as CASP6 VEID inh 1, FN deposit inh -9, S100A4 inh HTS -5, SIRT5 inh 5 and LGR2 antag -4.
C[C@H](CO)N1C[C@H](C)[C@H](CN(C)C(=O)Nc2ccc3c(c2)OCO3)Oc2ccc(NC(=O)Nc3ccc(F)cc3)cc2C1=O was read as CASP6 VEID inh 0, esBAF inh 9, C2C12 statin -1, S100A4 inh HTS -1, SIRT5 inh 2 and LGR2 antag -7.
C[C@H](c1ccccc1)N1C[C@@H](COCc2ccccc2)Oc2cc(N3CC[C@@H](O)C3)ccc2S1(=O)=O was read as CASP6 VEID inh 13, S100A4 inh HTS 8, SIRT5 inh 0 and LGR2 antag 26.
Screening O=C(c1ccc(C23CC4CC(CC(C4)C2)C3)o1)N1CCOCC1 returned esBAF inh 6, C2C12 statin -24 and LGR2 antag -39.
`C[C@H]1CN([C@@H](C)CO)C(=O)Cc2cc(NC(=O)c3ccncc3)ccc2O[C@H]1CN(C)S(=O)(=O)c1ccc(F)cc1` gave CASP6 VEID inh -1, esBAF inh 2, C2C12 statin 11, FN deposit inh 10, S100A4 inh HTS -2, SIRT5 inh 0 and LGR2 antag -8.
Screening COc1ccc(NC(=O)NC2CCCCCCC2)cc1OC returned CASP6 VEID inh 4, esBAF inh 17, C2C12 statin 0, FN deposit inh 4, S100A4 inh HTS -9, SIRT5 inh -6 and LGR2 antag -38.
For Cc1cc2cc(CNC(=S)NC3CCCCC3)ccc2n1C the results were CASP6 VEID inh -1, esBAF inh -2, C2C12 statin -32, FN deposit inh 8, S100A4 inh HTS 42, SIRT5 inh -2 and LGR2 antag 5.
O=C(CCC1CCCN(C(=O)c2ccncc2)C1)NCc1ccc(F)c(F)c1 (stereo not given) was read as CASP6 VEID inh -1, FN deposit inh -7, S100A4 inh HTS -9, SIRT5 inh -2 and LGR2 antag 3.
`COc1ccc(NC(=O)N(C)C[C@H]2Oc3c(NC(=O)CCCCCC(=O)Nc4ccccc4N)cccc3C(=O)N([C@H](C)CO)C[C@H]2C)cc1` gave CASP6 VEID inh -1, FN deposit inh -2, S100A4 inh HTS 3, SIRT5 inh 4 and LGR2 antag 22.
Screening O=C(N/N=C/c1ccsc1)c1c[nH]c2ccccc12 returned CASP6 VEID inh 0, esBAF inh inconclusive, C2C12 statin -14, FN deposit inh 6, S100A4 inh HTS 0, SIRT5 inh 2 and LGR2 antag -18.
CN(C(=O)CC1C(=O)NCCN1Cc1c(F)cccc1Cl)C1CCOCC1 (stereo not given) was read as CASP6 VEID inh 3, esBAF inh 1, C2C12 statin -6, FN deposit inh -6, S100A4 inh HTS -1, SIRT5 inh -5 and LGR2 antag -18.
For COc1ccc(-c2nc(SCc3ccc(C#N)cc3)[nH]c(=O)c2C#N)cc1 the results were CASP6 VEID inh 2, esBAF inh 0, C2C12 statin 22, FN deposit inh 0, S100A4 inh HTS -2, SIRT5 inh -3 and LGR2 antag -5.
Screening O=C(COc1ccc2ccccc2c1)Nc1ccccc1C(=O)O returned CASP6 VEID inh 5, esBAF inh 26, C2C12 statin 7, FN deposit inh -2, S100A4 inh HTS 10, SIRT5 inh -9 and LGR2 antag -4.
For CCc1ccc([C@H]2[C@@H]3C(=O)C[C@@H]4C(=O)N(C5CCCCC5)C(=O)[C@@H]4[C@@H]3CN2S(=O)(=O)c2ccc(C)cc2)cc1 the results were CASP6 VEID inh -2, esBAF inh -3, C2C12 statin -3, S100A4 inh HTS 4, SIRT5 inh -2 and LGR2 antag 11.
For Cc1cccc(-c2noc(CCCC(=O)NC3CCCC3)n2)c1 the results were CASP6 VEID inh 1, esBAF inh -3, C2C12 statin 0, FN deposit inh 2, S100A4 inh HTS -3, SIRT5 inh -1 and LGR2 antag -4.
`C[C@@H]1CN([C@@H](C)CO)C(=O)Cc2cc(N(C)C)ccc2O[C@@H]1CN(C)C(=O)NC1CCCCC1` gave CASP6 VEID inh 3, esBAF inh -13, C2C12 statin -12, FN deposit inh -7, S100A4 inh HTS -2 and LGR2 antag 15.
